HT1080NT lethal = kills 2HG-producing HT-1080-NT fibrosarcoma cells; actives 1.6% (n = 360,000); Potency, µM (titrated, usually from 46.1 µM), for the others: at the highest dose activity, negative = less viability, usual class: cytotoxic; HT-1080-NT fibrosarcoma viability, CellTiter-Glo ATP luminescence, 48 h; AID 686970;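 further: NT is the 2HG producing partner of a matched IDH1 knockdown line; 0% = DMSO-treated cells and -100% = media-only wells without cells; nearly all actives have a fitted effect of over 55% in size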
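Read-out is CellTiter-Glo luminescence after 10 minutes at room temperature, following 48 hours' compound treatment of HT-1080-NT cells (750 cells/well, RPMI, 5% FBS, 37 degrees C).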
SW480 rereplic = inducers of DNA re-replication in SW480 colon cancer cells; SW480 DNA re-replication, Hoechst DNA content imaging, 48 h; Potency, µM (titrated, usually from 46.1 µM), for inactives: at the highest dose re-replication activation, actives largely listed as activators; actives 1.8% (n = 340,000); further: % of control where 0% means no effect; nearly all actives have a fitted effect of over 55% in size
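250 cells/well; 23 nL cpd via pin tool; 48 hr, 37 C, 5% CO2; Hoechst 40 min; imager read of total nuclear intensity, ex 405/em 500-530 nm.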
KB-3-1 tox = kills parental KB-3-1 adenocarcinoma cells; KB-3-1 viability, CellTiter-Glo ATP luminescence, 72 h; Potency, µM (top dose mostly 46.1 µM), for inactives: at the top dose activity change, negative = cytotoxic, most hits filed as cytotoxic; actives 1.4% (n = 400,000); AID 1347075; further: on the % scale 0 is the no-effect control and ±100 the full control effect; nearly all actives have a fitted effect of over 60% in size
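Here the drug-naive KB-3-1 line serves as comparator for MDR sub-line selectivity; cells received compound titrations, 72 h at 37 °C, then CellTiter-Glo readout.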
HEK293 tox = cytotoxicity in counter-screen for GLP-1R inverse agonists; HEK293 cAMP-luciferase reporter cells, luminescence, 24 h; Potency, µM (titrated, usually from 38.3 µM), for inactives: top-dose activity change, negative = inhibition, usual class: inhibitors; actives 0.13% (n = 410,000); AID 624418;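 further: loss of luciferase light is scored as toxicity; on the % scale 0 is the no-effect control and ±100 the full control effect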
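To flag toxic compounds, the library was rerun on cells for 24 hr at 37 deg C and 5% CO2. Viability-linked luminescence was captured 12 min after adding luciferase detection reagent.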
KB-V1 cytotox = KB-V1 MDR subline cytotoxicity; actives 3.4% (n = 400,000); Potency, µM (highest dose often 46.1 µM), for the others: at the highest dose activity change, negative = cytotoxicity, most hits filed as cytotoxic; KB-V1 MDR cells viability, CellTiter-Glo, 72 h; further: on the % scale 0 is the no-effect control and ±100 the full control effect; nearly all actives have a fitted effect of over 60% in size
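qHTS viability screen in drug-selected KB-V1 MDR cells: 72 h compound treatment at 37 degrees C, ATP luminescence end point.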
HT1080 IDH1KD tx = kills HT-1080 cells with IDH1 knockdown; actives 2% (n = 360,000); HT-1080 IDH1 knockdown viability, ATP luminescence, 48 h; Potency, µM (doses to about 46.1 µM), for the others: at the highest dose activity, negative = toxicity, most hits filed as cytotoxic;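 further: 0% = DMSO wells and -100% = cell-free medium wells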
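Luminescent ATP read-out (CellTiter-Glo, 10 min at room temperature) after 48 h compound exposure at 37 °C gave viability of IDH1-knockdown HT-1080 cells. Activity was normalised to DMSO and cell-free wells, then fitted as concentration-response curves.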
TDP-43 yeast inh = inhibitors of TDP-43 toxicity in yeast; TDP-43 expressing yeast growth rescue, BacTiter-Glo, 24 h; actives 1.8% (n = 410,000); Potency, µM (doses to about 46.1 µM), for the others: at the top dose growth rescue (activation), most hits filed as activators; further: % of control where 0% means no effect; nearly all actives have a fitted effect of over 50% in size
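Galactose-induced TDP-43 yeast, OD600=0.02, compound pinned; 24 hr, 30 deg C; BacTiter-Glo luminescence for growth. Inhibitors of TDP-43 toxicity read as activators.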
GLP1R inv ag = inverse agonists of human GLP-1 receptor; P43220; HEK293 GLP-1R CRE-luciferase, luminescence, 24 h; GLP-1R form is constitutively active; Potency, µM (highest dose often 38.3 µM), inactives show top-dose activity change, negative = inhibition, hits mostly inhibitors; actives 1.6% (n = 410,000); further: on the % scale 0 is the no-effect control and ±100 the full control effect; nearly all actives have a fitted effect of over 55% in size
Target sequence (P43220 whole entry, looked up): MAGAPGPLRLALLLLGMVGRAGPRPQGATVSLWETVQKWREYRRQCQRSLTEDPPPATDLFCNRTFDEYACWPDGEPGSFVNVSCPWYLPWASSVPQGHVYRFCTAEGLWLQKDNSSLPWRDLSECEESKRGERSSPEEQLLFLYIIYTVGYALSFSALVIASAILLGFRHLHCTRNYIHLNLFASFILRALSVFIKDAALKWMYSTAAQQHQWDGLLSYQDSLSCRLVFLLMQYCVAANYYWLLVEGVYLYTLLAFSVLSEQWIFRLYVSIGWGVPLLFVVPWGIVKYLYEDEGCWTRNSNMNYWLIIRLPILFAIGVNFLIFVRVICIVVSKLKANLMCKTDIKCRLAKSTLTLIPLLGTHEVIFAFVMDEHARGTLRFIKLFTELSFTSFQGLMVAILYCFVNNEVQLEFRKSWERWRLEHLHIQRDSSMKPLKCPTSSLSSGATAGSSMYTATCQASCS
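Stable HEK293 clone (constitutively active GLP-1R + cAMP-response luciferase); 200 cells/uL plated, 12 h pre-culture, compound 24 hr, 37 deg C/5% CO2; detection reagent 12 min RT; luminescence.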
GLP-1R agonist = GLP-1 receptor (human) agonism; P43220; HEK293 GLP-1R CRE-luciferase, luminescence, 4-6 h; cells express a hypersensitive GLP-1R form; Potency, µM (series often up to 45.6 µM), without a hit: top-dose activation, usual class: activators; actives 0.007% (n = 380,000); further: % of control where 0% means no effect
An asterisk follows results filed as active; ? = inconclusive; nt = not tested or not shown; & = joins results of further samples; [ ] = remark or other dose. The call rests on the fitted dose curve; in most records, active means well fitted curve in the direction sought with a large enough effect; inconclusive means small, poorly fitted or top-dose-only effect, or another doubt; inactive means no such curve, though single readings can be large; an effect the other way counts as inactive or inconclusive. Potency means the concentration at half of the fitted maximal effect. This is a random part of the collection (roughly 9.4% active in at least one column).

SMILES	HT1080NT lethal	SW480 rereplic	KB-3-1 tox	HEK293 tox	KB-V1 cytotox	HT1080 IDH1KD tx	TDP-43 yeast inh	GLP1R inv ag	GLP-1R agonist
O=C(/C=C/[C@H]1O[C@@H](n2ccc(=O)[nH]c2=O)[C@H](O)[C@@H]1O)NCC1CCCO1 (stereo partly drawn)	15%	nt	0%	3%	-6%	18%	0%	18%	-3%
CCN1C(=NCCc2ccccn2)N[C@@H](c2cccc(C(F)(F)F)c2)C(C(=O)OC)=C1C	-10%	24%	5%&31%	5%	?	1%	-6%	-26%	4%
CCN1CCc2c(sc(NC(=O)c3ccc(S(=O)(=O)N4CC(C)OC(C)C4)cc3)c2C(N)=O)C1 (stereo not drawn)	-20%	17%	-18%	-7%	-2%	-21%	5%	47%[activator]	-2%
O=C(Nc1ccccc1)NC1CCCCNC1=O (stereo not drawn)	-5%	-17%	18%	-8%	15%	-7%	-4%	-6%	-4%
COc1ccc(S(=O)(=O)N2CCC(C(=O)O)(c3ccccc3)CC2)cc1	14%	-2%	8%	11%	?	17%	3%	1%	-10%
COc1ccccc1CNC(=O)c1ccc(N2CCOCC2)c([N+](=O)[O-])c1	-8%	-55%[inhibitor]	4%	-2%	-7%	-5%	8%	38%[activator]	18%
Cc1ccccc1CN1CCCN(CC(=O)Nc2ccc3c(c2)OCCO3)S1(=O)=O	nt	nt	-5%	-8%	-8%	nt	?	-19%	nt
CCN(c1ccccc1)S(=O)(=O)c1ccc(NC(=O)c2ccco2)cc1	2%	0%	-1%	15%	?	-9%	24%	?	7%
CCC1CCC2(CC1)SCC(=O)N2c1ccccc1 (stereo not drawn)	-1%	3%	-6%	12%	-22%	0%	?	-21%	-8%
COc1ccc(C(C(=O)OCCN(C)C)c2ccccc2)cc1 (stereo not drawn)	13%	0%	-1%	-1%	-7%	15%	21%	6%	-5%
O=C1COc2ccccc2CN1	4%	5%	2%	0%	2%	13%	-21%	17%	-4%
O=C(NN(C(=O)c1ccccc1)c1cccs1)c1ccccc1	7%	7%	0%	-9%	?	2%	-14%	-4%	7%
COc1cc(/C=c2\sc3n(c2=O)CCCN=3)ccc1O	-2%	?	1%	7%	-21%	-6%	-9%	65%[activator]	7%
CC1=C(C(=O)NCc2ccc(Cl)cc2)C2(CCC(C)CC2)OC1=O (stereo not drawn)	1%	3%	0%	3%&-4%	18%	2%	?	?	11%
COc1cccc(C(=O)NCC(=O)OCc2cc(=O)n3c(C)csc3n2)c1	nt	nt	13%	-1%	18%	nt	21%	30%	nt
CCOc1cc(/C=N/NC(=O)c2cccnc2)cc(Br)c1OCC(N)=O	14%	-3%	?	-2%	1%	4%	-2%	-7%	7%
COc1cc(CNc2ccc3[nH]c(=O)[nH]c3c2)cc(Cl)c1OCc1ccc(F)cc1	nt	nt	-9%	11%	-3%	nt	11%[9.22 µM]	1%	nt
COc1ccc(S(=O)(=O)Nc2cc3c4c(oc3c3ccccc23)CC(C)(C)CC4=O)cc1	?	-3%	?	?	?	?	11%	-26%	1%
C=CCNC(=S)NNC(=O)c1cccc(Br)c1	24%	2%	3%	-3%	-26%	22%	17%	0%	-7%
COc1cc2c(cc1NC(=O)CC1SC(N3CCCC3)=NC1=O)oc1ccccc12 (stereo not drawn)	?	-1%	6%	-17%	-14%	?	57%	?	0%
Cn1c(SCc2ccccc2F)nnc1-c1cnccn1	11%	-3%	29%	3%	-28%	-18%	-13%	0%	-1%
O=C(O)C1CCC(=O)N1Cc1ccc(F)cc1 (stereo not drawn)	0%	10%	0%	10%	-1%	13%	-7%	24%	5%
CCOC(=O)C1=C(C)N(CCCC(=O)O)C(=O)NC1c1ccc(OC)cc1 (stereo not drawn)	1%	1%	1%	7%	6%	-3%	3%	20%	-2%
CCOC(=O)c1c(C)nc(-c2ccccc2)nc1NC(=O)CC	-3%	-6%	-10%	0%	?	-3%[9.24 µM]	-1%	6%	9%
O=C(/C=C/c1ccc(OC2CSC2)cc1)c1ccc(Cl)cc1	15%	1%	-4%	10%[1.53 µM]	-29%	3%	6%	6%	-8%
Cc1ccc(CCNS(=O)(=O)c2c(C)nc3sccn3c2=O)cc1	-2%	-12%	-2%	-2%	-21%	1%	13%	4%	-4%
CCOc1ccc(S(=O)(=O)NCc2cccn2Cc2cccc(C)c2)cc1	nt	nt	-4%	3%	-3%	nt	?	-24%	nt
Cc1ccnc2nc(C(=O)OCCOc3ccc(Cl)cc3)nn12	17%	-4%	1%	36%[activator]	8%	0%	18%	35%[activator]	4%
O=C(NC1CC2CCCC(C1)N2Cc1ccccc1)c1cccc(Cl)c1 (stereo not drawn)	0%	-5%	-1%	4%	?	0%	4%	-22%	-1%
CCCCOc1cccc(C(=O)Nc2sc3c(c2C(=O)OCC)CCCC3)c1	nt	nt	-5%	5%	0%	nt	-5%	9%	nt
Nc1ccn([C@@H]2O[C@H](CNS(=O)(=O)c3cc4ccccc4s3)[C@@H](O)[C@H]2O)c(=O)n1	?	nt	21%	-9%	7%	8%	14%	-1%	-1%
COc1ccc(NS(=O)(=O)c2cccc(C(=O)N/N=C/c3cccs3)c2)cc1	-13%	24%	-2%	?	-23%	-16%	1%	0%	-4%
O=C(COC(=O)c1cc(Cl)ccc1O)NCCNC(=O)COC(=O)c1cc(Cl)ccc1O	11%	0%	-12%	0%	0%	13%	12%	?	0%
COc1ccc(CC(=O)O/N=C(\N)c2cccc([N+](=O)[O-])c2)cc1	10%	-7%	8%	-4%	1%	6%	-14%[0.397 µM]	5%	?
COc1ccc2cc(C(C)c3nc4ccccc4c(=O)n3N)ccc2c1 (stereo not drawn)	-1%	-1%	-26%	-10%[1.53 µM]	?	-21%	16%	?	5%
c1ccc(-c2nnc(CN3CCC4(CC3)OCCO4)o2)cc1	1%	-4%	1%	-8%	0%	6%	0%	9%	-15%
CC(c1ccco1)N(C(=O)C12CC3CC(CC(C3)C1)C2)c1ccccn1 (stereo not drawn)	26%	-1%	-2%	2%	-15%	17%	9%	?	-5%
CCOc1ccc(/C=N/OCC(=O)Nc2ccc(OCc3ccccc3)cc2)cc1OC	8%	-13%	-9%	8%	?	1%	-17%	-8%	16%
CCn1c(CN2CCOCC2)nnc1SCC(=O)Nc1ccc(C)cc1	2%	3%	1%	0%	-4%	6%	3%	1%	-13%
CS(=O)(=O)NNC(=O)C1Cc2c(ccc3ccccc23)O1 (stereo not drawn)	0%	-9%	-12%	1%	-15%	0%	18%	-3%	0%
CCC(C)(C)NC(=O)C(c1ccc(OC)cc1)N(CC1CCCO1)C(=O)CCC(=O)Nc1cc(C)on1 (stereo not drawn)	4%	7%	-1%	-20%	1%	2%	18%	-17%	0%
CC(=O)Nc1ccc(S(=O)(=O)N(C)CC(=O)Nc2ccc(F)c(F)c2F)cc1	-2%	-17%	0%	4%	3%	1%	13%	14%	0%
COc1ccc2c(-c3ccc(OCCN4CCCCC4)cc3)c(-c3ccccc3OC)sc2c1	?	7%	0%	3%	0%	?	6%	?	10%
CC(C)n1c(N2CCN(CC(=O)Nc3ccc4c(c3)OCCO4)CC2)nc2ccccc21	2%	8%	-28%	-19%	-22%	1%	9%	-7%	0%
COc1ccccc1NC(=O)COC(=O)CCS(=O)(=O)c1ccc(C)cc1	-7%	-2%	0%	13%	13%	7%	-12%	11%	1%
COc1ccc(OCc2n[nH]c(=S)n2N)cc1	5%	-17%	-3%	-16%	?	2%	?	-15%	0%
COc1ccc(C(=O)COC(=O)c2ccc(Cl)nc2)cc1OC	2%	-8%	0%	-3%	1%	1%	20%	44%[activator]	-1%

12 neighbouring records out of the list so far:
SMILES	HT1080NT lethal	SW480 rereplic	KB-3-1 tox	HEK293 tox	KB-V1 cytotox	HT1080 IDH1KD tx	TDP-43 yeast inh	GLP1R inv ag	GLP-1R agonist
c1ccc(-c2nnc(CN3CCC4(CC3)OCCO4)o2)cc1	1%	-4%	1%	-8%	0%	6%	0%	9%	-15%
CC(c1ccco1)N(C(=O)C12CC3CC(CC(C3)C1)C2)c1ccccn1 (stereo not drawn)	26%	-1%	-2%	2%	-15%	17%	9%	?	-5%
CCOc1ccc(/C=N/OCC(=O)Nc2ccc(OCc3ccccc3)cc2)cc1OC	8%	-13%	-9%	8%	?	1%	-17%	-8%	16%
CCn1c(CN2CCOCC2)nnc1SCC(=O)Nc1ccc(C)cc1	2%	3%	1%	0%	-4%	6%	3%	1%	-13%
CS(=O)(=O)NNC(=O)C1Cc2c(ccc3ccccc23)O1 (stereo not drawn)	0%	-9%	-12%	1%	-15%	0%	18%	-3%	0%
CCC(C)(C)NC(=O)C(c1ccc(OC)cc1)N(CC1CCCO1)C(=O)CCC(=O)Nc1cc(C)on1 (stereo not drawn)	4%	7%	-1%	-20%	1%	2%	18%	-17%	0%
CC(=O)Nc1ccc(S(=O)(=O)N(C)CC(=O)Nc2ccc(F)c(F)c2F)cc1	-2%	-17%	0%	4%	3%	1%	13%	14%	0%
COc1ccc2c(-c3ccc(OCCN4CCCCC4)cc3)c(-c3ccccc3OC)sc2c1	?	7%	0%	3%	0%	?	6%	?	10%
CC(C)n1c(N2CCN(CC(=O)Nc3ccc4c(c3)OCCO4)CC2)nc2ccccc21	2%	8%	-28%	-19%	-22%	1%	9%	-7%	0%
COc1ccccc1NC(=O)COC(=O)CCS(=O)(=O)c1ccc(C)cc1	-7%	-2%	0%	13%	13%	7%	-12%	11%	1%
COc1ccc(OCc2n[nH]c(=S)n2N)cc1	5%	-17%	-3%	-16%	?	2%	?	-15%	0%
COc1ccc(C(=O)COC(=O)c2ccc(Cl)nc2)cc1OC	2%	-8%	0%	-3%	1%	1%	20%	44%[activator]	-1%
